# Screening data from PubChem.
# DPM-DC inhibit: inhibitors of Streptococcus pneumoniae diphosphomevalonate decarboxylase. purified DPM-DC, PK/LDH coupled NADH fluorescence. hit rate 0.49% among 65,000. calls only at 10 µM. AID 556;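 active means the 320 compounds with the highest percent inhibition in the single-dose primary screen, excluding strongly autofluorescent ones, cut at about 32% in these data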;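 further: kinetic rate of NADH fluorescence loss reporting ADP formed by the decarboxylase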
# HPDE-C7 cytotoxicity: HPDE-C7 pancreatic duct cell viability loss – fluorescence, HTS (AID 430). HPDE-C7 pancreatic duct cells viability, fluorescence; higher % means a stronger effect. cytotoxicity, % at 10 µM; hits with a dose series show EC50 in µM. hit rate 1.8% among 63,000;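 further: cells exposed to compound for 48 hours before viability readout; 0% = vehicle and 100% = reference cytotoxic drug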
# LYP phosphatase: inhibition of human PTPN22 tyrosine phosphatase – biochemical, DiFMUP fluorescence, recombinant catalytic domain, 10 µM, primary screen (AID 606); recombinant LYP catalytic domain, DiFMUP fluorescence; higher % means a stronger effect; inhibition, % at 10 µM; hits with a dose series show IC50 in µM; 52,000 tested, under 10 active;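 active means IC50 under 40 µM in the dose-response test; inactive means IC50 of 40 µM or more, or never dose-tested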
# KRASV12 cytotoxicity: cytotoxicity in KRAS-transformed pancreatic duct cells, primary screen, cell-based, fluorescence, HTS (AID 431); HPDE-C7K KRASV12 cells, Alamar Blue viability, 48 h; higher % means a stronger effect; hit rate 1.7% among 63,000; cytotoxicity, % at 10 µM, or EC50 in µM where a hit was titrated;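 active means compounds whose percent cytotoxicity in the single-dose primary screen, scaled between solvent and toxic-drug controls, exceeds 50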;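 further: 0% = DMSO solvent wells and 100% = doxorubicin-treated wells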
# HT1080 viability: cytotoxicity in HT1080 fibrosarcoma cells, cell-based, fluorescence readout (AID 620) | HT1080 viability, fluorescence; higher % means a stronger effect | one-dose cytotoxicity, % at 10 µM; EC50 in µM for titrated hits | hit rate 0.42% among 87,000;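 further: cells exposed to compound overnight then 4 h with Alamar Blue; 0% = vehicle DMSO and 100% = killing control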
# MK inhibit: inhibitors of Streptococcus pneumoniae mevalonate kinase; purified MK, PK/LDH-coupled NADH absorbance 340 nm; inhibition, % at 10 µM; hit rate 0.48% among 65,000; AID 555;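 active means ranked among the strongest by inhibition in the single 10 µM screen, a fixed top-ranked set picked for dose follow-up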; further: no value below 0 was filed
# Alkaline phosphatase: inhibition of tissue-nonspecific alkaline phosphatase – biochemical, luminescent (AID 518); hit rate 0.09% among 64,000; one-dose inhibition, % at 20 µM; IC50 in µM for titrated hits; purified TNAP enzyme, luminescent substrate readout; higher % means a stronger effect; in the data active means a potency from the dose series; inactive means the rest, 99 in 100 with inhibition below about 22%;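 further: plate controls were vehicle for no effect and reference inhibitor for full effect; many of its hits are not listed in these tables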
# Bfl-1 displacement: Bfl-1 inhibitors, primary screen, biochemical, fluorescence polarization, FITC-Bid, mouse (AID 432). FITC-Bid BH3 peptide fluorescence polarization displacement; higher % means a stronger effect. displacement, % at 20 µM, or IC50 in µM where a hit was titrated. hit rate 0.02% among 64,000; in the data active means a potency from the dose series; inactive means the rest, 99 in 100 with displacement below about 15%; further: strong numbers were not always called active
# Spn PMK inh: blocks S. pneumoniae phosphomevalonate kinase; inhibition, % at 10 µM; hit rate 0.49% among 65,000; purified PMK, PK/LDH-coupled NADH absorbance 340 nm;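 active means top-ranked compounds by inhibition in the single 10 µM screen, taking a fixed number of the strongest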;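 further: 0% = full reaction with DMSO carrier and 100% = background rate without enzyme reaction; no value below 0 was filed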
# Spn PMK inh pilot replicates: second read-out of Spn PMK inh, no call of its own (marks repeat the call); inhibition, %; measured here: pilot screen replicates
# MK inhibit pilot replicates: recorded beside MK inhibit, whose call it bears; inhibition, %; measured here: pilot screen replicates
# DPM-DC inhibit pilot screen %: also measured in DPM-DC inhibit; calls as there; inhibition, %; measured here: pilot screen trials
# * hit, by the source's call; i = inactive; . = not tested or not shown; + = active, no number. Unless noted, no stated cut-off is given here; in the data, active means cytotoxicity above about 50%; inactive means the rest.
# Preview (3 entries):
SMILES,DPM-DC inhibit,HPDE-C7 cytotoxicity,LYP phosphatase,KRASV12 cytotoxicity,HT1080 viability,MK inhibit,Alkaline phosphatase,Bfl-1 displacement,Spn PMK inh,others
COc1cc(NC(=O)c2c(F)c(F)c(F)c(F)c2F)c(OC)cc1Cl,i,55.4%*,1.0%,18.8%,4.7%,9.0,6.5%,-9.4%,0.0,
O=C1C2C3C=CC(C3)C2C(=O)N1CNc1ccccc1 (stereo not drawn),.,-8.5%,3.7%,-13.6%,1.7%,.,1.1%,-2.0%,.,
c1coc(CN2CN=C(Nc3nc4ccccc4s3)NC2)c1,i,-9.8%,-1.2%,-2.2%,3.0%,3.0,3.8%,7.6%,5.0,Spn PMK inh pilot replicates=0.0;MK inhibit pilot replicates=0.5;DPM-DC inhibit pilot screen %=1.5

# The list itself, previewed entries included:
SMILES,DPM-DC inhibit,HPDE-C7 cytotoxicity,LYP phosphatase,KRASV12 cytotoxicity,HT1080 viability,MK inhibit,Alkaline phosphatase,Bfl-1 displacement,Spn PMK inh,others
COc1cc(NC(=O)c2c(F)c(F)c(F)c(F)c2F)c(OC)cc1Cl,i,55.4%*,1.0%,18.8%,4.7%,9.0,6.5%,-9.4%,0.0,
O=C1C2C3C=CC(C3)C2C(=O)N1CNc1ccccc1 (stereo not drawn),.,-8.5%,3.7%,-13.6%,1.7%,.,1.1%,-2.0%,.,
c1coc(CN2CN=C(Nc3nc4ccccc4s3)NC2)c1,i,-9.8%,-1.2%,-2.2%,3.0%,3.0,3.8%,7.6%,5.0,Spn PMK inh pilot replicates=0.0;MK inhibit pilot replicates=0.5;DPM-DC inhibit pilot screen %=1.5
O=C(CCn1nc(-c2ccccc2)c2ccccc2c1=O)N1CCN(c2ccccc2)CC1,i,11.5%,-0.9%,5.7%,-4.6%,15.0,6.9%,-3.0%,4.0,
COc1cccc(NC(=O)c2ccccc2NS(C)(=O)=O)c1,i,-7.2%,5.1%,4.1%,11.0%,0.0,10.1%,3.2%,5.0,Spn PMK inh pilot replicates=1.0;MK inhibit pilot replicates=0.0;DPM-DC inhibit pilot screen %=0.5
N#CCSc1nc2c(c(=O)n1Cc1ccco1)C1(CCCC1)Cc1ccccc1-2,i,24.0%,7.1%,19.8%,-9.1%,1.0,14.4%,3.0%,8.0,
CCCCN(C(=O)Cn1nnc2ccccc21)C(C(=O)NCCOC)c1ccc(OC)cc1 (stereo not drawn),i,10.1%,.,-1.4%,2.5%,0.0,7.7%,-1.7%,17.0,
O=C1C2C3C=CC(C3)C2C(=O)N1CCCO (stereo not drawn),i,-2.7%,-0.3%,-1.3%,-0.6%,4.0,6.7%,-3.1%,7.0,
CCOC(=O)c1ccc(N2C(=O)CC(N3CC(C)OC(C)C3)C2=O)cc1 (stereo not drawn),i,-7.8%,.,-8.4%,-0.4%,0.0,7.8%,-5.4%,8.0,
Cc1cc(=O)oc2cc(OCC(=O)NCc3cccnc3)ccc12,i,0.2%,13.3%,19.9%,1.2%,1.0,-2.3%,-4.1%,6.0,
Cc1cc(C)nc(SC(C)C(=O)Nc2ccc(S(N)(=O)=O)cc2)n1 (stereo not drawn),i,-8.4%,-6.2%,-10.7%,-0.9%,1.0,3.1%,-4.9%,7.0,
COC(=O)c1ccc(NS(=O)(=O)c2ccc(SC)cc2)cc1,i,-0.2%,-0.7%,8.7%,-8.3%,7.0,4.3%,1.1%,3.0,
CC1CCN(CCCNC(=O)c2ccc(CS(=O)(=O)Cc3ccccc3F)o2)CC1,i,-8.6%,-6.8%,0.3%,-0.2%,0.0,0.7%,1.4%,16.0,
O=C1CC(C(=O)N(c2cccc(F)c2)C(C(=O)NC2CCCC2)c2ccccn2)CS1 (stereo not drawn),i,6.4%,4.6%,2.2%,1.0%,0.0,11.5%,4.5%,14.0,
CCc1nnc(NC(=O)c2c(O)c3c([nH]c2=O)CCCC3)s1,i,-0.2%,16.6%,3.1%,-15.1%,9.0,8.6%,-5.7%,0.0,
COc1cccc(OC)c1Oc1ccc(C(F)(F)F)cn1,i,-16.6%,7.8%,-27.4%,-3.5%,11.0,10.0%,-7.4%,11.0,
C=CCn1c(COc2ccc(CC)cc2)nnc1SC/C(O)=C(\C#N)c1nc2ccccc2[nH]1,i,-37.9%,9.7%,-19.4%,39.7%,3.0,9.0%,-21.9%,7.0,Spn PMK inh pilot replicates=0.0;MK inhibit pilot replicates=3.5;DPM-DC inhibit pilot screen %=10.5
CCOCCOC(=O)C1=C(C)N(C)C(=O)NC1c1ccccc1F (stereo not drawn),i,-11.2%,.,2.7%,0.4%,0.0,4.2%,0.0%,17.0,
Cc1ccc(S(=O)(=O)N2CCN(C(=O)CSc3nc4ccccc4o3)C2)cc1,i,-14.7%,12.1%,-16.7%,9.9%,8.0,4.8%,5.2%,18.0,
CCCC1C(c2ccc(OC)cc2)C(C#N)(C#N)C2(C#N)CC1(N)NC2=O (stereo not drawn),i,-6.7%,3.3%,-1.4%,-0.4%,1.0,5.8%,-5.1%,7.0,
CCOC(=O)Cc1csc(NC(=O)c2cccc(OC)c2)n1,i,4.8%,.,0.3%,9.5%,10.0,13.3%,-4.3%,6.0,Spn PMK inh pilot replicates=0.0;MK inhibit pilot replicates=0.0;DPM-DC inhibit pilot screen %=0.0
COc1cccc(C2C(C(=O)c3sc(C)nc3C)=C(O)C(=O)N2CCN2CCOCC2)c1 (stereo not drawn),i,-19.1%,.,-17.1%,-2.7%,8.0,6.8%,-6.4%,1.0,
CCOC(=O)c1oc2nc(C(C)C)c3c(c2c1N)CCC3,.,-7.8%,3.2%,3.8%,11.1%,7.0,8.9%,1.3%,13.0,
C/C(=C\C(=O)Nc1nccs1)c1ccccc1,i,-20.8%,4.2%,-12.0%,-2.7%,4.0,8.5%,-1.5%,0.0,
Cc1nc2nc(-c3ccccc3)cc(=O)n2[nH]1,i,-14.5%,5.9%,-17.4%,1.0%,5.0,-1.6%,3.8%,5.0,
CC(NC(=O)C1C2C=CC(C2)C1C(=O)O)c1ccccc1 (stereo not drawn),i,-17.5%,4.3%,-13.1%,-1.6%,8.0,7.2%,-8.4%,5.0,
O=C(NCC1CCCO1)c1coc2nc3ccccc3nc12 (stereo not drawn),+,9.0%,2.0%,-0.4%,-0.7%,2.0,-12.6%,-6.8%,14.0,
Cc1ccc(NC2c3ncccc3C(=O)N2c2ccccc2C)cc1C (stereo not drawn),i,7.4%,22.9%,10.9%,7.4%,83.0*,9.7%,-4.4%,23.0,
COc1ccccc1C(=O)Nc1ccc(N2CCN(Cc3ccccc3)CC2)cc1,i,.,5.0%,.,-2.1%,12.0,.,.,14.0,Spn PMK inh pilot replicates=0.0;MK inhibit pilot replicates=0.0;DPM-DC inhibit pilot screen %=0.0
CCOc1ccccc1N(CC(=O)Nc1ccc2c(c1)OCO2)S(C)(=O)=O,i,7.2%,-2.2%,-5.9%,9.4%,7.0,6.1%,0.9%,0.0,
CC1c2[nH]c3ccccc3c2CCN1S(C)(=O)=O (stereo not drawn),i,.,6.2%,.,-5.4%,5.0,.,.,7.0,
CCCCC(=O)Nc1ccc(C(=O)NCc2ccncc2)cc1,i,-17.7%,3.3%,-7.4%,1.3%,5.0,1.1%,8.0%,6.0,
CCC(=O)Nc1nc(C)cc(SCC(=O)OC)n1,i,-18.6%,.,-4.2%,0.4%,0.0,9.4%,-10.7%,16.0,
CCOC(=O)CC(=O)CSC1=C(C#N)C(c2ccccc2OC)CC(=O)N1 (stereo not drawn),i,43.6%,8.5%,70.2%*,-5.6%,6.0,12.9%,1.2%,18.0,
CCOC(=O)N1CCN(C(=O)c2nn(-c3ccc(C)cc3)c(=O)c3c2c2ccccc2n3C)CC1,i,-3.8%,2.0%,-4.4%,0.2%,6.0,7.2%,-9.0%,11.0,
CC1CC(NC(=O)c2cnc3n(c2=O)CCS3)CC(C)(C)C1 (stereo not drawn),i,-4.5%,16.6%,2.1%,1.7%,0.0,15.6%,-13.6%,9.0,Spn PMK inh pilot replicates=1.5;MK inhibit pilot replicates=3.0;DPM-DC inhibit pilot screen %=2.5
C=CCOc1ccc(/C(O)=C2\C(=O)C(=O)N(CCCOC)C2c2ccc(O)c(OC)c2)cc1 (stereo not drawn),i,-15.2%,.,-1.1%,8.0%,7.0,5.3%,3.7%,0.0,
Cc1c(C(=O)NCC2CCCO2)oc2ccc(S(=O)(=O)N3CC(C)CC(C)C3)cc12 (stereo not drawn),i,6.2%,16.8%,4.1%,-1.1%,6.0,4.8%,3.0%,12.0,
CCCCNC(=O)c1cc2c(-c3ccc(Cl)cc3)nn(C)c2s1,i,0.8%,4.4%,6.8%,1.5%,3.0,9.5%,-4.1%,0.0,
O=C(NO)c1ccc(OC(F)F)cc1,i,29.4%,9.7%,12.0%,6.8%,1.0,7.2%,-8.1%,18.0,
Cc1ccc(OCC(=O)OC2CCS(=O)(=O)C2)cc1 (stereo not drawn),i,-9.8%,3.6%,-24.2%,-4.6%,8.0,5.4%,3.2%,4.0,
CCN(CC)S(=O)(=O)c1ccc2c(c1)c(C(=O)O)cn2C,i,-3.2%,.,4.3%,-10.1%,9.0,10.0%,-6.2%,0.0,
Cc1cnc(C(=O)Nc2cccc3cccnc23)cn1,i,-7.3%,.,-0.8%,9.2%,2.0,6.5%,3.6%,13.0,
CCc1ccccc1NC(=O)CN1C(=O)C2CCCN2c2ncc(Cl)cc21 (stereo not drawn),i,.,9.8%,.,-1.2%,2.0,5.1%,2.4%,10.0,
COc1ccc(-c2cc(C(=O)NC3CCCC3)no2)cc1OC,i,3.5%,1.7%,9.8%,0.9%,6.0,-2.5%,10.2%,11.0,
CC(NC(=O)Cn1cc2c(n1)CCCCC2)c1ccccc1 (stereo not drawn),i,3.2%,13.7%,5.9%,3.6%,8.0,8.7%,-5.2%,9.0,
CC(=O)NC(CCS(C)(=O)=O)C(=O)Nc1cccc(C)c1C (stereo not drawn),i,10.2%,-6.3%,16.3%,7.2%,7.0,15.6%,-6.0%,8.0,Spn PMK inh pilot replicates=1.5;MK inhibit pilot replicates=1.0;DPM-DC inhibit pilot screen %=1.5
CCC(=O)Nc1nc2cc(OC)ccc2s1,i,-8.5%,2.5%,-5.9%,-0.8%,7.0,12.6%,4.1%,7.0,
Cn1c(C(=O)N2CCCC(C(=O)NCCCc3ccccc3)C2)cc2sccc21 (stereo not drawn),i,-24.3%,5.1%,-17.4%,-0.5%,8.0,5.4%,-5.7%,8.0,Spn PMK inh pilot replicates=0.0;MK inhibit pilot replicates=2.5;DPM-DC inhibit pilot screen %=0.0
O=C(Nc1nc2cc3c(cc2s1)OCO3)C1=COCCO1,i,25.3%,5.4%,3.3%,.,6.0,7.8%,15.1%,10.0,
COc1ccccc1C(=O)Nc1ccc(C(=O)O)cc1,i,11.6%,11.5%,5.0%,7.3%,1.0,4.4%,3.3%,1.0,
Cc1cccc(C)c1NC(=O)CS(=O)CC(=O)NC1CCCc2ccccc21 (stereo not drawn),i,4.2%,.,5.1%,6.3%,0.0,21.3%,-3.4%,7.0,Spn PMK inh pilot replicates=1.0;MK inhibit pilot replicates=0.0;DPM-DC inhibit pilot screen %=0.5
